Screens as filed in PubChem.
TIM10 inh: inhibits growth of TIM10 yeast strain. hit rate 1.4% among 330,000. S. cerevisiae TIM10 strain growth, BacTiter-Glo luminescence, 24 h. inhibition, % at 10 µM;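 active = inhibition of 40% or more at the single tested concentration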;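 also: wild-type TIM10 isogenic control strain grown at permissive 25 °C; 0% = DMSO yeast wells and 100% = minimal medium wells without yeast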
NLRP3 yeast inh: blocks the NALP3 inflammasome reconstituted in yeast; Yeast reconstituted NLRP3/ASC/caspase-1, beta-gal luminescence, 24 h; inhibition, % at 10 µM; hit rate 0.39% among 330,000; AID 2825;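 active = inhibition of 50% or more; inactive = inhibition below 50%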;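 also: plate controls were induced DMSO wells for no effect and uninduced yeast grown without galactose for full effect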
hIAP act: increases human intestinal alkaline phosphatase activity; activation factor at 10 µM; purified human IAP, CDP-Star luminescence, 30 min; stronger effect = higher value; 1 = vehicle-only enzyme, 0 = enzyme-free background; hit rate 0.16% among 330,000; P09923; AID 2524;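 active = activation factor of the enzyme at least 2-fold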; also: the source names both 10 and 20 µM as test concentration; values of inactives mirror those of a sister screen read the other way
Target sequence (P09923 whole entry, looked up): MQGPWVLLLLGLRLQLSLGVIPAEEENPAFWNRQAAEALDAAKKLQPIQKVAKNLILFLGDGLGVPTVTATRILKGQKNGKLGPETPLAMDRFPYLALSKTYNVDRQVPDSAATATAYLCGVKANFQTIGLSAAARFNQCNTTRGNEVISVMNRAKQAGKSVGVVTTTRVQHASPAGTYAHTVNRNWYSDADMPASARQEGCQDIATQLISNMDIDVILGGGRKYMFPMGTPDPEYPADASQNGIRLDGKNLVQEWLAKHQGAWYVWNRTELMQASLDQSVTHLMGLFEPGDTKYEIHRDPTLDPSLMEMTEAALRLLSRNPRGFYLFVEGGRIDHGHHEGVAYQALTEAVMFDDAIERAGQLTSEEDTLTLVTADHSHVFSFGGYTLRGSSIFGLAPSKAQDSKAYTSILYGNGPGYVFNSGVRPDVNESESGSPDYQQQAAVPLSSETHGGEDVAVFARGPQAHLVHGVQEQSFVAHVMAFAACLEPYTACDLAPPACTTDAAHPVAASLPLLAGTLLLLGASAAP
tim10-1 inh: tim10-1 yeast growth inhibition. inhibition, % at 20 µM. hit rate 2.2% among 330,000. AID 463190. S. cerevisiae tim10-1 ts strain growth, BacTiter-Glo, 24 h;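 active = inhibition of at least 40%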;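 also: mutant grown at 25 °C; 0% = DMSO wells with yeast and 100% = wells holding no yeast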
mIAP activ: increases mouse intestinal alkaline phosphatase activity. muIAP, CDP-Star luminescence, 30 min; stronger effect = higher value; 1 = vehicle-only enzyme signal, 0 = enzyme-free wells. activation factor at 10 µM. hit rate 0.24% among 330,000;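 active = activation factor of at least 2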; also: the source names both 10 and 20 µM as test concentration; values of inactives mirror those of a sister screen read the other way
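System: Mouse IAP enzyme | Also added: CDP-Star substrate | Dosing: Compounds dispensed in DMSO | Schedule: 30 min enzyme-substrate-compound incubation at room temperature | Technique: Chemiluminescence readout | Control set: DMSO-only wells and no-enzyme negative control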
ATG4B inhibitor: ATG4B (human) cysteine protease inhibition; Q9Y4P1; ATG4B cleavage of LC3-PLA2, NBD-HPC fluorescence, 1 h; inhibition, % at 8.33 µM; hit rate 0.51% among 340,000; AID 504462; in the data active = inhibition above about 40%
Target sequence (Q9Y4P1 whole entry, looked up): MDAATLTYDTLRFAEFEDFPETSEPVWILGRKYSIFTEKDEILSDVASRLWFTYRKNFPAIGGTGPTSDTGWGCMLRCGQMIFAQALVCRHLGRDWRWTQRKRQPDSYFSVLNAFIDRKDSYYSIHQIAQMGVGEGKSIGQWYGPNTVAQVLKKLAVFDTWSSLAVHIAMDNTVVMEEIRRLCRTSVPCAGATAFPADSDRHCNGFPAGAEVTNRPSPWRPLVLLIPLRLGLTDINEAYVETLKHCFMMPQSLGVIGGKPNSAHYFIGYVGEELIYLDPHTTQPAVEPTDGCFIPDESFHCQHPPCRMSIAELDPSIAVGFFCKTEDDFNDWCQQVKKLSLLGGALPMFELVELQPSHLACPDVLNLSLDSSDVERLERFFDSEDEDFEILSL
hIAP block: blocks human intestinal alkaline phosphatase | P09923 | purified IAP, CDP-Star luminescence, 30 min | inhibition, % at 10 µM | hit rate 0.12% among 330,000 | AID 2544;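 active = inhibition reaching a set limit with compound at 10 µM in the primary screen, cut at about 35% in these data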;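 also: plate controls were DMSO wells with enzyme for no effect and no-enzyme buffer wells for full effect; values of inactives mirror those of a sister screen read the other way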
Apaf1 inhib: inhibitors of human Apaf-1 apoptosome; O14727; reconstituted apoptosome caspase-3 activity, DEVD-Rh110 fluorescence; inhibition, % at 20 µM; hit rate 0.71% among 330,000; AID 489030; active = inhibition of at least 40% at 20 µM;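 also: plate controls were DMSO wells for no effect and DEVD-CHO caspase inhibitor wells for full effect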
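Material: reconstituted apoptosome with Apaf-1, cytochrome c, caspase-9, procaspase-3, dATP; medium: pH 7.5 Hepes buffer with CHAPS, BSA, DTT; also added: cytochrome c and DEVD-Rh110 substrate; timing: 30 min plus 50 min, RT; signal: Rh110 fluorescence intensity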
mIAP block: blocks mouse intestinal alkaline phosphatase; AID 2806; hit rate 0.2% among 330,000; inhibition, % at 10 µM; purified mouse IAP, CDP-Star luminescence, 30 min;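 active = inhibition of at least 40% at 10 µM in the primary screen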;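 also: plate controls were DMSO with enzyme for no effect and no enzyme wells for full effect; values of inactives mirror those of a sister screen read the other way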
* hit, by the source's call.

For COCCN1CC(C(=O)NCc2ncccc2C)CCC1=O (centres undefined) the results were TIM10 inh 11, NLRP3 yeast inh 20, hIAP act 0.74, tim10-1 inh 0, mIAP activ 0.76, ATG4B inhibitor 11, hIAP block 26, Apaf1 inhib 6 and mIAP block 24.
For COC(=O)c1sc(NC(=O)c2ccc(OC)cc2OC)nc1C the results were TIM10 inh -7, NLRP3 yeast inh 16, hIAP act 1, tim10-1 inh 16, mIAP activ 1, ATG4B inhibitor -2, hIAP block 0, Apaf1 inhib -11 and mIAP block 0.
COC(=O)c1ccc([N+](=O)[O-])c(CS(=O)(=O)c2ccc(Cl)cc2)c1 was read as TIM10 inh 16, NLRP3 yeast inh 14, hIAP act 0.84, tim10-1 inh 32, mIAP activ 0.9, ATG4B inhibitor 2, hIAP block 16, Apaf1 inhib 8 and mIAP block 10.
C/C(=N/NC(=O)Cn1nc2ccccc2n1)c1ccc(F)cc1 was read as TIM10 inh 12, NLRP3 yeast inh 9, hIAP act 0.9, tim10-1 inh -7, mIAP activ 0.89, ATG4B inhibitor 0, hIAP block 10, Apaf1 inhib 2 and mIAP block 11.
Screening O=C(c1cccc(S(=O)(=O)Nc2ccc(Br)cc2)c1)N1CCC1 returned TIM10 inh 7, NLRP3 yeast inh 16, hIAP act 0.95, tim10-1 inh 2, mIAP activ 1, ATG4B inhibitor -11, hIAP block 5, Apaf1 inhib 14 and mIAP block -1.
For Fc1ccc(OCCCCCCN2CCCC2)cc1 the results were TIM10 inh 8, NLRP3 yeast inh -1, hIAP act 0.95, tim10-1 inh 21, mIAP activ 0.88, ATG4B inhibitor -7, hIAP block 5, Apaf1 inhib -7 and mIAP block 12.
`Cc1cccc(NC(=O)c2nc[nH]c2C(=O)N[C@@H](C)C(=O)OCc2ccccc2)c1` gave TIM10 inh 22, NLRP3 yeast inh 14, hIAP act 1.4, tim10-1 inh 27, mIAP activ 1, ATG4B inhibitor -3, hIAP block -45, Apaf1 inhib 30 and mIAP block -4.
O=C(COC(=O)C1CCCN1C(=O)C12CC3CC(CC(C3)C1)C2)c1ccc(Br)cc1 (centres undefined) was read as TIM10 inh 15, NLRP3 yeast inh 6, hIAP act 1.1, tim10-1 inh 36, mIAP activ 0.91, ATG4B inhibitor -11, hIAP block -13, Apaf1 inhib 13 and mIAP block 9.
C#CCOCCOCCOCCNc1nc(N2CCOCC2)nc(N2CCN(C(=O)CCCCCCCCCCNC(=O)[C@@H](CCC(=O)O)n3cc(CCCCCN)nn3)CC2)n1 was read as TIM10 inh 8, NLRP3 yeast inh 16, hIAP act 0.77, tim10-1 inh 13, mIAP activ 1, ATG4B inhibitor -7, hIAP block 23, Apaf1 inhib -11 and mIAP block -3.
For O=C(c1ccco1)N1CCN(Cc2nc3cc(Cl)ccc3c(=O)[nH]2)CC1 the results were TIM10 inh -18, NLRP3 yeast inh 0, hIAP act 0.93, tim10-1 inh 10, mIAP activ 1, ATG4B inhibitor 1, hIAP block 7, Apaf1 inhib -7 and mIAP block 0.
COc1ccc(NC(=O)Nc2ccc(F)cc2F)cc1 was read as TIM10 inh -6, NLRP3 yeast inh 40, hIAP act 1, tim10-1 inh 9, mIAP activ 1.2, ATG4B inhibitor -10, hIAP block -2, Apaf1 inhib 4 and mIAP block -20.
O=C(Nc1ccc(Oc2cccnc2)nc1)c1ccc(C(F)(F)F)cc1 was read as TIM10 inh -2, NLRP3 yeast inh 1, hIAP act 1.3, tim10-1 inh 5, mIAP activ 0.91, ATG4B inhibitor -6, hIAP block -33, Apaf1 inhib -8 and mIAP block 9.
`COc1ccc(C(=O)CSc2nnc(CNC(=O)c3ccc(S(=O)(=O)N(C)C)cc3)o2)cc1` gave TIM10 inh 0, NLRP3 yeast inh 10, hIAP act 1, tim10-1 inh -13, mIAP activ 0.91, ATG4B inhibitor -7, hIAP block -2, Apaf1 inhib 14 and mIAP block 10.
Screening CCOC(=O)C1=C(C)N(C)C(=O)NC1c1cc2c(cc1Br)OCO2 (centres undefined) returned TIM10 inh 17, NLRP3 yeast inh 8, hIAP act 0.82, tim10-1 inh 19, mIAP activ 0.95, ATG4B inhibitor 7, hIAP block 18, Apaf1 inhib -2 and mIAP block 5.
Screening CC(C)c1ccc2oc(-c3cc(N)ccc3O)nc2c1 returned TIM10 inh 4, NLRP3 yeast inh 9, hIAP act 1, tim10-1 inh 52*, mIAP activ 0.96, ATG4B inhibitor 9, hIAP block -5, Apaf1 inhib 18 and mIAP block 4.
Cc1nc2c(n1O)CCC/C2=N\O was read as TIM10 inh -2, NLRP3 yeast inh -5, hIAP act 0.89, tim10-1 inh 3, mIAP activ 0.99, ATG4B inhibitor -5, hIAP block 11, Apaf1 inhib -7 and mIAP block 0.
`COc1cc2ccccc2cc1C(=O)N/N=C/c1cccnc1` gave TIM10 inh -20, NLRP3 yeast inh 9, hIAP act 0.99, tim10-1 inh -9, mIAP activ 0.92, ATG4B inhibitor -1, hIAP block 1, Apaf1 inhib -2 and mIAP block 8.
Screening CN(C)C(CNC(=O)c1cccc(OC(F)F)c1)c1ccco1 (centres undefined) returned TIM10 inh -14, NLRP3 yeast inh 4, hIAP act 1.1, tim10-1 inh -3, mIAP activ 0.98, ATG4B inhibitor -1, hIAP block -11, Apaf1 inhib 14 and mIAP block 2.
For COc1ccc(OC)c(/C=C/C(=O)NC2=NCCS2)c1 the results were TIM10 inh 10, NLRP3 yeast inh -5, hIAP act 0.99, tim10-1 inh 17, mIAP activ 1, ATG4B inhibitor -4, hIAP block 1, Apaf1 inhib -18 and mIAP block 0.
For COc1ccc(CCNC(=O)CCC(=O)N2CCOc3ccc(C)cc32)cc1OC the results were TIM10 inh -6, NLRP3 yeast inh 7, hIAP act 0.73, tim10-1 inh 4, mIAP activ 0.92, ATG4B inhibitor -10, hIAP block 27, Apaf1 inhib -1 and mIAP block 8.
For CC(Nc1ccc(Br)cc1)C(=O)Nc1cccc(S(=O)(=O)N2CCOCC2)c1 (centres undefined) the results were TIM10 inh -1, NLRP3 yeast inh 20, hIAP act 1, tim10-1 inh -2, mIAP activ 1.3, ATG4B inhibitor -7, hIAP block -5, Apaf1 inhib 2 and mIAP block -28.
`CCOCCCNC(=O)C1(O)c2cc(Br)ccc2NC(=O)N1c1ccc(C)c(C)c1` (centres undefined) gave TIM10 inh -6, NLRP3 yeast inh 22, hIAP act 0.94, tim10-1 inh 3, mIAP activ 1.1, ATG4B inhibitor -2, hIAP block 6, Apaf1 inhib 4 and mIAP block -5.
Screening COc1cn(-c2ccccc2)nc1C(=O)OCC(=O)Nc1ccc(C)c(C)c1 returned TIM10 inh 2, NLRP3 yeast inh 13, hIAP act 1.1, tim10-1 inh 8, mIAP activ 1.1, ATG4B inhibitor -18, hIAP block -13, Apaf1 inhib -6 and mIAP block -6.
For Cc1ccc(S(=O)(=O)N2CCOCC2)cc1NC(=O)COC(=O)CNC(=O)c1ccc(Cl)cc1Cl the results were TIM10 inh -7, NLRP3 yeast inh 0, hIAP act 1, tim10-1 inh 6, mIAP activ 0.93, ATG4B inhibitor -3, hIAP block -1, Apaf1 inhib 10 and mIAP block 7.
Screening Cc1cc(C)nc(NC(=NCCc2c[nH]c3ccccc23)NC(=O)Nc2ccccc2)n1 returned TIM10 inh 10, NLRP3 yeast inh 1, hIAP act 0.98, tim10-1 inh 26, mIAP activ 1.2, ATG4B inhibitor -18, hIAP block 2, Apaf1 inhib -8 and mIAP block -20.
For Cc1cc(C)n2nc(N)c(N=Nc3cccc(Cl)c3)c2n1 the results were TIM10 inh 25, NLRP3 yeast inh 9, hIAP act 0.83, tim10-1 inh 22, mIAP activ 0.96, ATG4B inhibitor -21, hIAP block 16, Apaf1 inhib 1 and mIAP block 4.
Screening Cc1ccc(C(=O)OCC(=O)N2c3ccccc3NC(=O)C2(C)C)cc1S(=O)(=O)N1CCCCC1 returned TIM10 inh -2, NLRP3 yeast inh 16, hIAP act 0.99, tim10-1 inh -7, mIAP activ 1, ATG4B inhibitor 5, hIAP block 0, Apaf1 inhib 11 and mIAP block -2.
COc1ccc(NC(=O)Nc2c(C)noc2-c2ccccc2)cc1 was read as TIM10 inh -9, NLRP3 yeast inh 2, hIAP act 1.3, tim10-1 inh 6, mIAP activ 1.3, ATG4B inhibitor -11, hIAP block -27, Apaf1 inhib 0 and mIAP block -30.
For CC(OC(=O)c1cccs1)C(=O)NCc1ccc2c(c1)OCO2 (centres undefined) the results were TIM10 inh 7, NLRP3 yeast inh 9, hIAP act 0.91, tim10-1 inh 11, mIAP activ 0.89, ATG4B inhibitor 4, hIAP block 9, Apaf1 inhib -1 and mIAP block 11.
Screening O=[N+]([O-])c1ccc2cn[nH]c2c1 returned TIM10 inh 7, NLRP3 yeast inh 29, hIAP act 1.1, tim10-1 inh 5, mIAP activ 0.97, ATG4B inhibitor -1, hIAP block -7, Apaf1 inhib 2 and mIAP block 3.

Next part, starting with the last 2 of the part before.
For CC(OC(=O)c1cccs1)C(=O)NCc1ccc2c(c1)OCO2 (centres undefined) the results were TIM10 inh 7, NLRP3 yeast inh 9, hIAP act 0.91, tim10-1 inh 11, mIAP activ 0.89, ATG4B inhibitor 4, hIAP block 9, Apaf1 inhib -1 and mIAP block 11.
Screening O=[N+]([O-])c1ccc2cn[nH]c2c1 returned TIM10 inh 7, NLRP3 yeast inh 29, hIAP act 1.1, tim10-1 inh 5, mIAP activ 0.97, ATG4B inhibitor -1, hIAP block -7, Apaf1 inhib 2 and mIAP block 3.
`N#Cc1nc(-c2ccc(OCc3ccccc3)cc2)oc1NCCN1CCOCC1` gave TIM10 inh 24, NLRP3 yeast inh 20, hIAP act 1.2, tim10-1 inh 33, mIAP activ 1, hIAP block -16, Apaf1 inhib 16 and mIAP block -3.
Screening O=S(=O)(Nc1ncnc2scc(-c3ccc(F)cc3)c12)c1cc(F)ccc1F returned TIM10 inh 25, NLRP3 yeast inh -4, hIAP act 0.98, tim10-1 inh 16, mIAP activ 0.94, ATG4B inhibitor -3, hIAP block 2, Apaf1 inhib -7 and mIAP block 6.
For Cc1ccc(CN2Cc3cccc4c3[C@@H](CC2=O)[C@H](O)[C@H](O)C4)cc1 the results were TIM10 inh -2, NLRP3 yeast inh 5, hIAP act 0.95, tim10-1 inh -12, mIAP activ 1, ATG4B inhibitor -8, hIAP block 5, Apaf1 inhib 1 and mIAP block 0.
Screening CC(C)COc1ccc(C(=O)Nc2cc(S(=O)(=O)N3CCOCC3)ccc2N2CCCC2)cc1 returned TIM10 inh -6, NLRP3 yeast inh 17, hIAP act 1.1, tim10-1 inh -3, mIAP activ 1.2, ATG4B inhibitor 0, hIAP block -10, Apaf1 inhib -5 and mIAP block -17.
For COc1ccc(C(C)=O)cc1COC(=O)c1c(C)nn(-c2ccccc2)c1C the results were TIM10 inh 7, NLRP3 yeast inh 2, hIAP act 0.99, tim10-1 inh 2, mIAP activ 0.87, ATG4B inhibitor -3, hIAP block 1, Apaf1 inhib 20 and mIAP block 13.
For Cc1ccc(NC(=O)CN2C(=O)S/C(=C\c3cc(C)n(-c4ccc(C(=O)O)cc4)c3C)C2=O)cc1 the results were TIM10 inh 8, NLRP3 yeast inh 10, hIAP act 0.87, tim10-1 inh 0, mIAP activ 0.82, ATG4B inhibitor 25, hIAP block 13, Apaf1 inhib 14 and mIAP block 18.
